# ELG1 genotoxic – qHTS screen for small molecules that induce genotoxicity in human embryonic kidney (HEK293T) cells expressing luciferase-tagged ELG1; HEK293T ELG1-luciferase reporter, luminescence, 16 h; Potency, µM (highest dose often 46 µM), without a hit: at the highest dose activity change, positive = activation, actives largely listed as activators; hit rate 1.3% among 330,000; note: potency is the fitted concentration of half-maximal effect; % of control where 0% means no effect; nearly all actives have a fitted effect of over 60% in size
#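 Quantitative HTS format in 1536-well plates. HEK293T ELG1-luciferase reporter cells receive test compound and are incubated 16 hr at 37 °C, 5% CO2; ONE-Glo added, 30 min room temperature, then luminescence read.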
# Giardia kill – Small Molecules that selectively kill Giardia lamblia: qHTS. Giardia lamblia trophozoite viability. activity change, % at 7.66 µM, hits read low. hit rate 0.15% among 340,000. AID 540267, 2011; in the data active = activity change below about -80%; inconclusive = between about -30% and that limit;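 note: parasites exposed to compound for two days anaerobically before the ATP read; % is set by controls: 0 for no effect and ±100 for the full control effect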
#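 Giardia trophozoites, 100 cells per well, were exposed to compounds for 48 hrs at 37 deg C under anaerobic conditions; viability was then read as ATP content by bioluminescence after 15-30 min at room temperature.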
# Menin-MLL TR inh – qHTS Assay for Inhibitors Targeting the Menin-MLL Interaction in MLL Related Leukemias: Competition With Texas Red Labeled MLL-derived Mutant Peptide. O00255. Menin + Texas Red MLL mutant peptide, fluorescence polarization. Potency, µM (doses to about 61.6 µM), for inactives: top-dose FP activity change, negative = inhibition, hits mostly inhibitors. hit rate 0.23% among 270,000. AID 1768, 2009; active = well fitted inhibition curve with a large enough effect in the polarisation, with a control signal flat, not every such curve was filed as active; inconclusive = small, poorly fitted or top-dose-only effect, or effect the other way, or a change in a side signal; inactive = no such curve, though single readings can be large or run the other way; the % refers to the polarisation; note: potency is the fitted concentration of half-maximal effect; % of control where 0% means no effect; many of its hits are not listed in these tables
# Target sequence (O00255 whole entry, looked up): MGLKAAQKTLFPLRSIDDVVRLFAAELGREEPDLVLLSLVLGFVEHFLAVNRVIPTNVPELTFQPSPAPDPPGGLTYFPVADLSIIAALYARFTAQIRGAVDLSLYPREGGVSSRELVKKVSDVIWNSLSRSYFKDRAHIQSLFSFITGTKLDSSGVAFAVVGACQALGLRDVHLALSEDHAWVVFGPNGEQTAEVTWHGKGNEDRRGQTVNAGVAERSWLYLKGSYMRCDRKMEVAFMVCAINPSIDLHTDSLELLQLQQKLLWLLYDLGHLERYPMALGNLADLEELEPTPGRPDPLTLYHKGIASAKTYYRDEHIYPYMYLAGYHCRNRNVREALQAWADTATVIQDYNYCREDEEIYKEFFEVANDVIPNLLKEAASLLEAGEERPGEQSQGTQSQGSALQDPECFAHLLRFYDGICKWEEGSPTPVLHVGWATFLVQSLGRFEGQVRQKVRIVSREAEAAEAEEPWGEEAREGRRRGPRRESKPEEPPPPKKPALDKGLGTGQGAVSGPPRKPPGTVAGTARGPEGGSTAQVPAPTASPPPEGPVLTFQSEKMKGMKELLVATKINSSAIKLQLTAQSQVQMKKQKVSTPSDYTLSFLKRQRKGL
# p53 reactivator – qHTS assay for re-activators of p53 using a Luc reporter | H1299 p53-A138V BP100-luciferase reporter, luminescence, 24 h | Potency, µM (series often up to 92.2 µM), for inactives: top-dose activity change, positive = activation, hits mostly activators | hit rate 0.063% among 320,000 | AID 504706, 2011; note: potency is the fitted concentration of half-maximal effect; % of control where 0% means no effect; nearly all actives have a fitted effect of over 45% in size
#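 p53-null H1299 cells stably carrying temperature-sensitive p53-A138V and a BP100-luciferase reporter were pinned with compounds (4-point, 1:5 series) and held 24 hrs at 37 deg C. Luminescence was read 10 min after detection reagent.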
# RORgamma inh – qHTS for inhibitors of ROR gamma transcriptional activity; Nuclear receptor ROR-gamma (Mus musculus), P51450; Drosophila S2 Gal4-RORgamma UAS-luciferase reporter, 20 h; hit rate 5.4% among 310,000; Potency, µM (doses to about 53.6 µM), without a hit: at the top dose activity change, negative = inhibition, usual class: inhibitors; note: potency is the fitted concentration of half-maximal effect; % is set by controls: 0 for no effect and ±100 for the full control effect; nearly all actives have a fitted effect of over 60% in size
#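 Drosophila S2 cells stably expressing Gal4-DBD/mouse RORγ fusion under metallothionein promoter plus UAS-luciferase; compound 1 h, then 700 uM CuSO4 induction for 20 h at ambient temperature; inhibition read as reduced luminescence.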
# VP16 counter – VP16 counterscreen qHTS for inhibitors of ROR gamma transcriptional activity; Drosophila S2 Gal4-VP16 UAS-luciferase, luminescence, 20 h; Potency, µM (doses to about 53.6 µM), inactives show at the top dose activity, negative = inhibition, hits mostly inhibitors; hit rate 3.5% among 310,000; AID 2546, 2010;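 note: Gal4-VP16 expression switched on by copper sulfate through the metallothionein promoter; potency is the fitted concentration of half-maximal effect; % is set by controls: 0 for no effect and ±100 for the full control effect; nearly all actives have a fitted effect of over 50% in size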
# Rab9 promoter act – qHTS Assay for Rab9 Promoter Activators. Huh7 Rab9 promoter-luciferase reporter, luminescence, 24 h. AID 485297, 2010. Potency, µM (top dose mostly 9.22 µM), for inactives: top-dose activation, negative = inhibition, usual class: activators. hit rate 2.8% among 320,000; note: potency is the fitted concentration of half-maximal effect; % of control where 0% means no effect; nearly all actives have a fitted effect of over 60% in size
#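 Quantitative HTS format; Huh7 Rab9-luciferase reporter cells (1500/well) receive compound 2 h post-plating, incubate 24 h at 37 °C, then get luciferase reagent for 10 min before luminescence reading.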
# BRCA1 expr up – qHTS Assay to Identify Small Molecule Activators of BRCA1 Expression | MCF7-BRCA1-FFLuc reporter, luminescence, 48 h; response scale: scaled: vehicle 0%, 10 µM genistein 100% | Potency, µM (top dose mostly 46.1 µM), without a hit: at the top dose activation, actives largely listed as activators | hit rate 1.1% among 380,000 | AID 624202, 2012; note: potency is the fitted concentration of half-maximal effect; nearly all actives have a fitted effect of over 80% in size; some results filed as inactive show a strong effect at the top dose
#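 Using MCF7 cells harboring a BRCA1 firefly luciferase reporter, plated 2 h before compound pinning, the screen measured luminescence after 48 h incubation. Responses were normalized to DMSO and 10 microM genistein, then fitted for concentration-effect.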
# PKM2 act – qHTS Assay for Activators of Human Muscle isoform 2 Pyruvate Kinase; purified PKM2, Kinase-Glo ATP luminescence, activation; response scale: 0% is enzyme alone, no compound; Potency, µM (titrated, usually from 57.5 µM), for the others: at the top dose activation, actives largely listed as activators; hit rate 0.34% among 260,000; note: potency is the fitted concentration of half-maximal effect; % is set by controls: 0 for no effect and ±100 for the full control effect; nearly all actives have a fitted effect of over 55% in size
# Target sequence (P14618 whole entry, looked up, canonical isoform): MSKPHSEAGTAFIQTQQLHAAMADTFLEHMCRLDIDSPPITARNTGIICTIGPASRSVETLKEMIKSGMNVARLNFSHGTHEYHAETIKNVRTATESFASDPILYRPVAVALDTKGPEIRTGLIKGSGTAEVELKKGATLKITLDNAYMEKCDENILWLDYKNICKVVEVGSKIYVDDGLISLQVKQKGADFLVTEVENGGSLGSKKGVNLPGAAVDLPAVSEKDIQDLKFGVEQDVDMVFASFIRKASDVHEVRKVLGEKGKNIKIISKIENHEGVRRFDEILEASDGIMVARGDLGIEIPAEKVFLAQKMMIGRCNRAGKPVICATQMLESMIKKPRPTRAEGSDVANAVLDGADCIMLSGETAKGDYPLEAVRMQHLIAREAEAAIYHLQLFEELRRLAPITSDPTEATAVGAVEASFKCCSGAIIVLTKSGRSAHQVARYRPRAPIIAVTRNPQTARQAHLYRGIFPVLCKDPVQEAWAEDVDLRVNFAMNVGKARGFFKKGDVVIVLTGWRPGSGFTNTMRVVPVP
#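 hPK-M2, >95% pure; 0.1 mM ADP / 0.5 mM PEP final; imidazole pH7.2 buffer w/ 7 mM MgCl2, 50 mM KCl; 1 h RT; Kinase-Glo lum. Intermediate enzyme activity for dual inhibitor/activator qHTS.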
# NPC1 promoter act – qHTS Assay for NPC1 Promoter Activators | Potency, µM (titrated, usually from 9.22 µM), without a hit: top-dose activation, actives largely listed as activators | Huh7 NPC1 promoter luciferase reporter, 24 h | hit rate 2.4% among 320,000;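 note: potency is the fitted concentration of half-maximal effect; % of control where 0% means no effect; nearly all actives have a fitted effect of over 60% in size; reporter is driven by a mutant NPC1 promoter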
#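 Stably transfected Huh7 (NPC1 promoter→luciferase), 1500 cells/well in Opti-MEM + 10% FBS, 2 h settle, then compound 24 h at 37 °C. Luminescence after 10 min with Amplite reagent.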
# FLuc modulator – qHTS profiling assay for firefly luciferase inhibitor/activator using purifed enzyme and Km concentrations of substrates (counterscreen for miR-21 project) | purified FLuc, Km substrates, luminescence inhibition | Potency, µM (doses to about 57.5 µM), inactives show at the highest dose activity change, negative = inhibition, hits mostly inhibitors | hit rate 6.9% among 360,000 | AID 588342, 2011;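 note: potency is the fitted concentration of half-maximal effect; plate controls were vehicle for no effect and reference inhibitor for full effect; nearly all actives have a fitted effect of over 55% in size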
#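 Purified P. pyralis luciferase, 10 nM final, with Km-level 10 uM D-luciferin and 10 uM ATP in 50 mM Tris acetate pH 7.5, 10 mM Mg acetate, 0.01% Tween-20, 0.05% BSA; 6-point qHTS titration about 60 µM downward; luminescence read.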
# Numbers without * were called inactive; ? = inconclusive; nt = no result given; & = joins results of further samples; [ ] = another dose, or the depositor's remark. Unless noted, calls come from the whole dose curve; as a rule, active = well fitted curve in the direction sought with a large enough effect; inconclusive = small, poorly fitted or top-dose-only effect, or another doubt; inactive = no such curve, though single readings can be large; an effect the other way counts as inactive or inconclusive. Some of the compounds tested (hit frequency here may not be typical).
smiles | ELG1 genotoxic | Giardia kill | Menin-MLL TR inh | p53 reactivator | RORgamma inh | VP16 counter | Rab9 promoter act | BRCA1 expr up | PKM2 act | NPC1 promoter act | FLuc modulator
Cn1c(=O)c2c(nc(Cl)n2CCOc2ccccc2)n(C)c1=O | -12% | 25 | -4% | -6% | ? | ? | -11% | -21% | 0% | -5% | 0%
CCc1ccc(N2C(=O)C3NN=C(C(=O)OCc4ccccc4)C3C2=O)cc1 (centres undefined) | 3% | -21 | -11% | 0% | 5% | -2% | -4% | 21% | 6% | -1% | -10%
COc1ccc(CCn2c(=O)[nH]c3cc(C(=O)N4CCN(c5ccccn5)CC4)ccc3c2=O)cc1OC | ? | 17 | -23% | 2% | -12% | 2% | -4% | -12% | -6% | -5% | 0%
Cc1ccccc1NC(=S)NNC(=O)c1csc2c1CCC(C)C2 (centres undefined) | ? | -4 | nt | ? | ? | ? | 2.2µM* | 6% | -19% | 3.2µM* | 2.4µM*
COCC1CCN(Cc2nc(-c3cccs3)no2)C1 (centres undefined) | -3% | -12 | 18% | 1% | 5% | -10% | -5% | ? | -7% | -1% | -6%
Fc1ccc(/C=N/c2c(-c3ccc(F)cc3)nc3n2CCS3)cc1 | 2% | -2 | ? | -1% | 1% | 10% | -7% | 4% | 20% | 0% | 1%
Cc1ccc(C(=O)NCCCn2ccnc2)cn1 | 3% | 0 | 11% | 0% | 4% | 3% | -2% | -9% | -4% | 2% | 1%
CC(NC(=O)CN(C)S(=O)(=O)c1cccc2nsnc12)c1ccccc1 (centres undefined) | 0% | 8 | 6% | 3% | 4% | -1% | -4% | -17% | nt | -1% | -1%
Cc1cc(C)cc(OCc2nnc(N)s2)c1 | 2% | 8 | nt | 3% | 20% | 8% | -1% | -5% | 12% | -4% | 2%
CCCCCSc1nc(C)c(CC(=O)O)c(=O)[nH]1 | 0% | -5 | 13% | -14% | 20% | 20% | 4% | -16% | 2% | -1% | 9%
C1CN(c2nc3nonc3n3nnnc23)CCO1 | -2% | -17 | 8% | -1% | 0% | -12% | -4% | -5% | -4% | 18% | 1%
COc1ccc(S(=O)(=O)N2CCN(CC(=O)Nc3ccc(F)c(F)c3)CC2)cc1 | -1% | -16 | 13% | -4% | 20% | -6% | -7% | -1% | 14% | -2% | 1%
Cc1ccc(C)c(NS(=O)(=O)c2cc(C(=O)NCc3ccco3)ccc2C)c1 | -5% | -21 | -1% | -5% | 5% | ? | -1% | -15% | 0% | -1% | 0%
C/C(=N\NC(=O)CC#N)C1COc2ccccc2O1 (centres undefined) | 0% | -6 | 8% | 1% | -6% | -3% | -2% | 20% | 2% | -5% | 4%
Cc1cccc(OCc2nnc(SCC(=O)O)n2Cc2ccccc2)c1 | 0% | 12 | -13% | -2% | 25% | -4% | 0% | 1% | 1% | -2% | -19%
Cc1cccc(C(=O)Nc2ccc3ccccc3c2)c1 | ? | 1 | 56%[activator] | 9% | -5% | -9% | 0.63µM* | ? | -5% | ? | 2.4µM*
CC(C)N(Cc1nccn1C)C(=O)CC1C(=O)NCCN1Cc1ccc(F)cc1 (centres undefined) | 0% | 13 | nt | 8% | -14% | -2% | 0% | -15% | nt | 0% | -2%
Cc1ccc(-n2cc(CNCCCn3ccnc3C)c(-c3ccc(F)cc3)n2)cc1 | 1% | 12 | ? | -2% | ? | -17% | -4% | -76% | -2% | -2% | 24µM*
Cc1cc(C)c(-c2cc(C(=O)Nc3cc(C)ccc3C)[nH]n2)c(O)c1 | -4% | 7 | ? | 3% | -21% | -5% | 11% | 16% | nt | -1% | 2%
OCCCn1c(-c2ccccc2)nc(=S)c2c1CCCC2 | 0% | 4 | 3% | 0% | -5% | 0% | -10% | 10% | -13% | 6% | -4%
COc1ccc(CNC(=O)c2ccccc2NC(=O)C2=CSCCO2)c(OC)c1 | -11% | -21 | nt | -3% | 16% | -8% | -1% | -28% | nt | -6% | 2%
CCN1C(=O)/C(=C\N2CCN(c3ccccc3)CC2)SC1=S | 2% | -1 | -21% | 3% | 0% | -5% | -2% | -29% | 3% | -2% | 3%
N#Cc1c(Cl)cccc1Oc1ccc(S(=O)(=O)Nc2ccccc2)cc1 | -8% | -4 | nt | 5% | ? | ? | 1% | -31% | -16% | -6% | 2%
CC(=O)c1cccc(NC(=O)CO/N=C2/CCCc3nonc32)c1 | -5% | -4 | 2% | 4% | 6% | 17% | 3% | -4% | 4% | 1% | 6%
Cc1ccc2nc(-c3ccccc3)cc(C(=O)NCC(c3ccco3)N(C)C)c2c1 (centres undefined) | -7% | 1 | nt | 12% | nt | nt | -4% | -6% | nt | -2% | ?
COC(=O)N/N=C/c1ccc(-c2cccc(Cl)c2)o1 | -1% | 10 | 2% | -7% | 39% | -12% | 13% | 32% | -17% | 7% | ?
Cc1c(C(=O)NC(C)CCc2ccccc2)cccc1[N+](=O)[O-] (centres undefined) | -4% | 9 | -9% | 3% | 1% | -14% | 1% | -3% | -1% | 0% | 3%
COc1ccc(NC(=O)Cc2coc3cc(C)c(C(C)C)cc23)cc1S(=O)(=O)N1CCOCC1 | 1% | -12 | 9% | 9% | 20% | ? | -14% | -58% | 13% | -1% | ?
Cc1ccc(C)c(/C(O)=C2\C(=O)C(=O)N(CCCn3ccnc3)C2c2cccnc2)c1 (centres undefined) | 0% | -8 | 6% | -8% | 18% | -1% | -1% | 0% | 1% | -2% | -2%
COc1cc(NC(=O)c2cc(Cl)nnc2Cl)cc(OC)c1OC | -10% | -9 | 1% | 5% | -38% | 10% | 10% | -48% | -1% | -5% | 1%
COc1ccc(CNC(=O)c2cc3c(C)nc4ccccc4c3o2)c(OC)c1 | 1% | 12 | ? | 0% | ? | ? | -26% | -54% | 14% | -15% | 4%
COc1ccccc1NC(=O)N1CCN(c2cc(-c3ccccc3)nc3ncnn23)CC1 | -14% | 8 | -12% | -16% | 11% | -22% | -15% | -66% | 0% | -4% | 2%
CCOC(=O)c1c(NC(=O)CN(C)C)sc(C(=O)N(CC)CC)c1C | 0% | -17 | ? | -1% | -40% | 3% | -4% | 20% | 5% | -3% | 1%
Cc1cccc(-c2nnn3c2nc(NCCc2ccc(S(N)(=O)=O)cc2)c2ccccc23)c1 | 13% | 11 | ? | 1% | ? | ? | -6% | 7%&-2% | -2% | 2% | 2%&4%
CC(=O)c1ccccc1C(=O)N1CCCC(CCC(=O)N2CCN(c3ccccn3)CC2)C1 (centres undefined) | -6% | -8 | nt | 6% | 2% | -2% | -5% | -3% | -7% | 4% | -1%
Cc1ccc(Cl)c(NC(=O)CN2CCN(C=O)CC2)c1 | 0% | nt | -4% | 1% | -12% | 5% | -2% | nt | nt | -5% | -1%
S=C(NCCc1ccccc1)Nc1ccccc1 | 11% | -9 | nt | 14% | 3.2µM* | 18µM* | ? | ? | -10% | ? | ?
O=S(=O)(CCN1CCCCC1)Oc1ccc(Cl)cc1Cl | 3% | -10 | nt | 1% | 2% | 5% | -4% | 0% | 0% | 2% | -1%
COc1c(O)cccc1/C=N/NC(=O)Cn1ccnc1C | 16% | ? | nt | 13% | ? | -24% | -7% | -14% | -1% | -3% | -3%
C=CCNC(=S)N/N=C/c1ccc(-c2cccc([N+](=O)[O-])c2)o1 | ? | -20 | ? | 6% | 0.5µM* | 2.5µM* | -3% | 2% | -21% | 0% | 7%
CCN(CC(=O)Nc1c(F)cccc1F)C(=O)c1ccc(N2CCCC2=O)cc1 | 3% | 2 | nt | -2% | nt | nt | 2% | 5% | nt | -3% | 0%
COc1ccc2c(c1[N+](=O)[O-])CCC/C2=N/OC(=O)c1ccccc1SC | 1% | -3 | -6% | -5% | 8% | -2% | -1% | -25% | 1% | 2% | -1%
Cc1ccccc1C(=O)NNC(=O)c1cc(N)cc([N+](=O)[O-])c1 | 0% | -17 | 1% | -9% | -2% | 2% | -1% | 2% | -6% | 2% | -6%
O=C(NCc1ccccc1)c1cccc(COc2ccc3c(c2)CCC3)c1 | 0.65µM* | 3 | 0% | ? | 42% | -15% | 0.35µM* | ? | 2% | 0.35µM* | 1.3µM*
